# High-throughput results as filed in PubChem.
# D1 allo mod: allosterically modulates the human D1 dopamine receptor; P21728; B-score at 10 µM; AID 641; HEK293 D1, CRE-luciferase, dopamine EC30 potentiation; actives deviate in either direction; 58,000 tested, 5.9% active;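 active = luminescence count or its row- and column-corrected plate score outside the 99.7% band of the plate's sample wells, on either side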
# HER2 expr 66K: lowers expression of human Her2 kinase; HER2 level % of control, % at 10 µM; AID 645; SKBR-3 HER2 protein level, AlphaScreen, 18-24 h; stronger effect = lower value; 65,000 tested, 0.69% active;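 active = HER2 level under 5% of the carrier-only control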;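 also: 100% = DMSO carrier and 0% = 500 nM PU-H71 HSP90 inhibitor; lower value means stronger loss of Her2 protein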
# MKP-1 inh: blocks human MKP-1 phosphatase activity | inhibition, %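 (compounds tested at a single concentration somewhere between 10 and 100 µM)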 | recombinant MKP-1, OMFP hydrolysis fluorescence | 65,000 tested, 0.15% active;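 active = inhibition above about 50%, limit read from the data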;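 also: 0% = DMSO max control wells and 100% = wells with enzyme stopped by NaOH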
# Cdc25B inh: inhibitors of human Cdc25B phosphatase | recombinant Cdc25B, OMFP fluorescence Ex485/Em525 | inhibition, %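 (compounds tested at 10 µM final in the well)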 | 65,000 tested, 0.1% active; in the data active = inhibition above about 50%
# FXIIa inh mix: blocks human factor XIIa in pooled compound mixtures; purified FXIIa, fluorogenic substrate; inhibition, % at 5 µM; AID 684; P00748; 62,000 tested, 0.2% active; in the data active = inhibition above about 20%, passing the limit was not always enough;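 also: 0% = enzyme without compound and 100% = no enzyme blank; some results filed as inactive read as strong as hits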
# Hsp90 inh: displaces geldanamycin probe from tumor Hsp90. P07900. NCI-N417 lysate Hsp90, Cy3B-geldanamycin FP displacement. inhibition, % at 30 µM. 64,000 tested, 0.35% active;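 active = inhibition above 50%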;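 also: 0% = tracer plus lysate wells and 100% = tracer alone without lysate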
# TNAP act DEA: activators of human TNAP at intermediate phosphate acceptor. P05186. purified TNAP, CDP-star luminescence, 100 mM DEA, 30 min; stronger effect = higher value; scale: 0 levamisole-inhibited, 1 vehicle-only enzyme. activation factor at 20 µM. 64,000 tested, under 10 active. AID 813;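 active = activation factor of at least 2 at 20 µM, relative to controls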
# Target sequence (P05186 whole entry, looked up): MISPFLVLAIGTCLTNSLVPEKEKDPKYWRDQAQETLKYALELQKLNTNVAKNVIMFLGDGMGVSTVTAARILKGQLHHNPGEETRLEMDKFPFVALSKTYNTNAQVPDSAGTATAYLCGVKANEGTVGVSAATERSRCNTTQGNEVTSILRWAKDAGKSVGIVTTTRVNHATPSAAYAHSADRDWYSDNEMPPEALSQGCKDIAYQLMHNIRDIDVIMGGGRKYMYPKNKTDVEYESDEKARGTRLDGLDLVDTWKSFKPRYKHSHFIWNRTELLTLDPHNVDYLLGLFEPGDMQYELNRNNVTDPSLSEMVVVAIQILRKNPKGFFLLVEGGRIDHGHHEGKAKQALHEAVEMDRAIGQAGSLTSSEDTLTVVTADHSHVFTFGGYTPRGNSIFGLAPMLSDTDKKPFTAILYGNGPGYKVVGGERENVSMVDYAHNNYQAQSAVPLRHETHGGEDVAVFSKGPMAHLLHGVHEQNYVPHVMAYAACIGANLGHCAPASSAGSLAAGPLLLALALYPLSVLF
# SF-1 act: activates the human nuclear receptor SF-1; Q13285; CHO-K1 Gal4-SF-1 LBD luciferase reporter; % increase over DMSO SF-1-specific signal; activation, % at 10 µM; 65,000 tested, 1.9% active;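 active = activation above the mean activation of all tested compounds plus 3 SD, cut at about 50% in these data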
# Target sequence (Q13285 whole entry, looked up, the tested form may be a part): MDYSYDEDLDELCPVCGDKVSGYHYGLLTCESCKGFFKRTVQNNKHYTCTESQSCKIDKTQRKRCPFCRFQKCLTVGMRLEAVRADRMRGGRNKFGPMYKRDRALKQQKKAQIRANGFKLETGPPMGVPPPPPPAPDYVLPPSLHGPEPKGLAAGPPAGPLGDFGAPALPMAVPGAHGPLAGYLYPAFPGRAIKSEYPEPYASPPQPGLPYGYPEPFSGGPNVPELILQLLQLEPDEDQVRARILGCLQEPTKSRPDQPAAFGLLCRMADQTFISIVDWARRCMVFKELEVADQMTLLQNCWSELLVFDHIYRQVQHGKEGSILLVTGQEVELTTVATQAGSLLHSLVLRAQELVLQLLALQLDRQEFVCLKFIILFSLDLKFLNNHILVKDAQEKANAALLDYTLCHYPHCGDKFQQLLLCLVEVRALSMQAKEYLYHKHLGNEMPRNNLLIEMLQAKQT
#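 material = CHO-K1 cells with Gal4–hSF-1 LBD chimera plus Gal4-driven luciferase | compound = 10 µM single point, 1% DMSO | incubation = 20 h compound exposure at 37 °C after 1 h cell settling | measured by = SteadyLite luciferase luminescence | evaluation = percent activation relative to DMSO median and mock-transfected background | control set = DMSO negative control and −SF1 background wells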
# RORA act: activates the human nuclear receptor RORA; CHO-K1 Gal4-RORA LBD luciferase reporter, luminescence; percent increase over mock-subtracted basal signal; P35398; activation, % at 10 µM; 65,000 tested, 1.5% active;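 active = activation above the mean of all tested compounds plus 3 SD, cut at about 49% in these data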;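 also: 0% = DMSO-treated RORA cells and 100% = added signal equal to DMSO minus mock-transfected cells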
# The depositor's hits bear a star; / = not tested or not shown.
SMILES,D1 allo mod,HER2 expr 66K,MKP-1 inh,Cdc25B inh,FXIIa inh mix,Hsp90 inh,TNAP act DEA,SF-1 act,RORA act
CCCN1C(=O)c2cc(C(=O)NCc3ccc(OC)cc3)ccc2C1O (configuration not stated),/,104,-1,-10,7,/,0.9,/,/
Cc1cccc2cc(COC(=O)COc3ccccc3)c(=O)[nH]c12,-0.2,103,-7,-8,2,-4,0.9,0,10
COC(=O)c1ccc(NC(=O)CCNS(=O)(=O)c2cccc3nonc23)cc1,/,77,3,-17,1,/,1,7,22
CC(=O)Nc1cccc(N(C)C)c1,-0.7,113,7,-6,1,-2,1,-12,0
CCOC(=O)c1cnn2c1[nH]c(=O)c1ccccc12,/,56,-19,10,/,0,1,34,23
c1ccc2c(c1)nc(NCCN1CCOCC1)c1nncn12,-0.23,99,-10,-5,4,-2,0.9,-3,-14
COc1ccc(-c2c(NC(C)=O)n(C)c3ccccc3c2=O)cc1,0.016,113,-34,-11,0,0,0.8,3,13
COc1ccc(S(=O)(=O)n2cnc3cc(C)c(C)cc32)cc1,0.54,110,3,-10,1,-1,1,-35,-13
CCOc1ccccc1C(=O)Nc1ccc(S(=O)(=O)N2CCOCC2)cc1,-1.1,87,2,-11,0,-4,0.9,-11,-9
Nc1ccn(-c2ccc(Cl)cc2)c(=O)c1,-0.022,105,-8,5,6,-12,0.9,5,9
O=C(COC(=O)CCN1C(=O)c2ccccc2C1=O)Nc1ccc(S(=O)(=O)N2CCCC2)cc1,1.1,99,2,-19,6,-2,1,-1,3
O=C1NCC(O)=C1C=NCCCO,0.004,92,10,-3,2,-5,0.9,3,-9
CCCCCn1c(=O)[nH]c2cc(C(=O)NCCCN(CC)CC)ccc2c1=O,-0.11,123,-1,-8,1,/,0.9,-3,-15
Cc1cc(C(=O)Nc2sc3c(c2C#N)CCC(C)C3)no1 (configuration not stated),-2.6,53,-2,-8,4,-11,0.9,97*,53*
CCOC(=O)N1CCN(C(=O)CSc2nnc(-c3ccc(C)c(C)c3)o2)CC1,0.44,82,-6,3,0,2,1,5,20
C=CCSc1nnc2c(n1)OC=Nc1ccccc1-2,-0.35,91,-7,-1,8,-5,1,-8,12
c1ccc(CCN2CN=C(Nc3nc4ccccc4o3)NC2)cc1,-1.1,76,-11,2,3,1,0.9,20,0
CC(Oc1cccc(Cl)c1)C(=O)Nc1cc(=O)n(C)c(=O)n1C (configuration not stated),1.2,92,8,-4,3,-5,0.9,-7,1
CCn1c(=O)cc(O)c2ccccc21,-0.022,111,5,-6,13,-1,1,13,-4
Cc1ccc(-c2nc3ncccn3c2Nc2ccc3c(c2)OCO3)o1,0.019,90,17,3,-15,17,0.9,14,7

# 7 consecutive entries already listed, for reference:
SMILES,D1 allo mod,HER2 expr 66K,MKP-1 inh,Cdc25B inh,FXIIa inh mix,Hsp90 inh,TNAP act DEA,SF-1 act,RORA act
Cc1cc(C(=O)Nc2sc3c(c2C#N)CCC(C)C3)no1 (configuration not stated),-2.6,53,-2,-8,4,-11,0.9,97*,53*
CCOC(=O)N1CCN(C(=O)CSc2nnc(-c3ccc(C)c(C)c3)o2)CC1,0.44,82,-6,3,0,2,1,5,20
C=CCSc1nnc2c(n1)OC=Nc1ccccc1-2,-0.35,91,-7,-1,8,-5,1,-8,12
c1ccc(CCN2CN=C(Nc3nc4ccccc4o3)NC2)cc1,-1.1,76,-11,2,3,1,0.9,20,0
CC(Oc1cccc(Cl)c1)C(=O)Nc1cc(=O)n(C)c(=O)n1C (configuration not stated),1.2,92,8,-4,3,-5,0.9,-7,1
CCn1c(=O)cc(O)c2ccccc21,-0.022,111,5,-6,13,-1,1,13,-4
Cc1ccc(-c2nc3ncccn3c2Nc2ccc3c(c2)OCO3)o1,0.019,90,17,3,-15,17,0.9,14,7

# Carrying on.
SMILES,D1 allo mod,HER2 expr 66K,MKP-1 inh,Cdc25B inh,FXIIa inh mix,Hsp90 inh,TNAP act DEA,SF-1 act,RORA act
CCC(=O)NCc1nc2ccccc2n1Cc1ccccc1F,0.011,/,6,-9,-16,/,0.9,-9,-27
COc1ccc(NC(=O)c2cc3n(n2)C(C(F)(F)F)CC(c2ccc4c(c2)OCO4)N3)cc1OC (configuration not stated),-1.2,86,40,-11,-1,1,0.9,9,-11
Cn1c(CNc2cccc(Cl)c2)nnc1SCC(=O)OC1CCCCC1,/,75,-20,-12,-2,-4,0.9,-1,-10
COc1ccc(CC(CC(=O)O)C(=O)Nc2ccc(OC)cc2)cc1 (configuration not stated),-1.5,62,16,-4,-17,-4,0.9,-1,19
O=C(O)CCC(=O)OC1CC2CCC1C2 (configuration not stated),0.0017,120,9,7,7,0,1,16,3
Cc1c(NC(=O)COC(=O)Cc2ccc(Cl)cc2)c(=O)n(-c2ccccc2)n1C,-0.51,99,-8,-12,-22,1,0.9,2,-4
Clc1ccccc1C1SCC2Nc3ccccc3CN21 (configuration not stated),/,104,1,6,-21,-6,0.9,42,4
Cc1cccc(N(C(=O)Cn2nnc3ccccc32)C(C(=O)NCc2ccco2)c2ccncc2)c1C (configuration not stated),0.63,94,14,-1,2,-4,0.9,3,4
O=C1NC(c2ccco2)Nc2sc3c(c21)CCN(Cc1ccccc1)C3 (configuration not stated),-0.84,78,-5,-4,15,-9,0.9,-9,20
OC(COc1ccc(Cl)cc1)CN1CCCCC1 (configuration not stated),-1.8,131,-4,-5,-1,-5,0.9,10,-6
Cc1ccc(-c2ccc(CCC(=O)O)n2C(C)C)cc1,0.02,95,-1,-6,9,-6,1,-4,-6
COc1cc(C(=O)OC(C)CN2CCOCC2)cc(OC)c1OC (configuration not stated),0.99,98,-27,-6,2,2,0.9,-12,-12
c1ccc(-c2ccc(-c3nc(-c4ccccn4)no3)cc2)cc1,-9.6*,72,14,-17,-7,/,0.9,/,/
Cc1ccc(NC(=O)C2CCCNC2=O)nc1 (configuration not stated),-0.025,97,1,2,8,-1,0.9,-3,-4
COc1ccccc1CNc1nc2nc(C)c(C)c(=O)n2[nH]1,0.046,62,-20,0,7,-1,0.8,4,-25
O=C(CNS(=O)(=O)c1cccs1)N1CCCC1,0.07,90,2,-4,0,-5,1,-2,-5
CCOc1ccc(C2CC(c3ccccc3)Nc3nc(N)nn32)cc1 (configuration not stated),/,173,-14,-5,/,0,0.9,9,-2
CCOC(=O)c1sc2ncn(C(CC)C(=O)OC)c(=O)c2c1C (configuration not stated),1.3,132,10,-11,/,-1,1,-3,-25
CCOC(=O)N1CCN(C(=O)CN2C(=O)COc3ccc(C(C)(C)C)cc32)CC1,0.87,105,30,-2,2,2,1,-4,12
O=C(NCc1cccnc1)NC(C(F)(F)F)C(F)(F)F,0.21,168,-27,-26,/,4,0.9,-8,-10
CCOC(=O)c1nc2ccccc2s1,-0.53,105,10,2,-1,-1,1,41,7
CC(=O)N1CCN(c2ccccc2NC(=O)COc2cc(C)ccc2C(C)C)CC1,-5.3*,72,4,-24,13,2,0.8,1,-7
CCCn1nnc(NC(=O)c2ccc(Br)cc2)n1,-0.8,87,-1,0,-2,1,0.9,35,24
COc1ccc(-c2nc3nc(C)c(Cc4ccccc4)c(=O)n3[nH]2)cc1,/,56,-11,3,-2,3,0.9,16,20
O=C(C1CCCN1S(=O)(=O)c1cccc2cccnc12)N1CCN(c2ccccc2)CC1 (configuration not stated),/,90,12,-1,9,-1,1,0,2
Cc1ccc(S(=O)(=O)NCCC(=O)N2CCN(Cc3ccccc3)CC2)cc1,-1.1,102,15,-24,12,-2,0.9,-10,-1
O=C(CSc1nc2c(c(=O)n1-c1ccc(Br)cc1)SCC2)NCC1CCCO1 (configuration not stated),0.019,164,/,/,5,/,0.9,-12,10
Cc1ccc(NC(=O)C2CCN(S(=O)(=O)c3cccc4cccnc34)CC2)nc1,0.52,90,1,2,5,-2,0.9,15,6
CC(=O)Nc1ccc2nc(-c3cccs3)[nH]c2c1,-1.1,98,-7,-2,9,6,1,39,16
CC(C)C(OC(=O)c1cc2occc2n1C)C(=O)NCc1ccc2c(c1)OCO2 (configuration not stated),0.74,88,12,-7,13,1,0.9,-22,-17
O=C(c1cnc(N2CCN(c3ncccn3)CC2)c2ccccc12)N1CCN(c2ncccn2)CC1,-0.34,107,15,-4,10,-4,0.9,6,-9
Cc1cc(NS(=O)(=O)c2ccc(-c3ccccc3)cc2)no1,/,76,15,-11,16,-2,0.9,-5,-19
COC(=O)c1sccc1NC(=O)c1cccnc1,2.5,34,21,-12,2,1,0.8,1,-14
N#Cc1c(N)oc(-c2cccs2)c1-c1cccs1,2.5,99,8,5,1,-12,0.7,0,-9
CCOC(=O)c1cc2sccc2n1CC(=O)Nc1ccc(OC)cc1OC,-0.33,109,11,5,1,-4,0.9,-9,5
CCc1nnc(NC(=O)CSc2nccn2-c2cccc(C)c2C)s1,-1.8,72,-1,-12,4,-4,1,17,13
COc1cccc(C2CC(c3ccc(Cl)cc3)n3nc(N)nc3N2)c1 (configuration not stated),1.7,94,13,-6,14,-3,1,11,-2
CCc1nnc(NC(=O)CSc2nnc(CSc3nc(C)cc(C)n3)n2C)s1,-0.16,95,-30,-4,0,-4,1,-3,-19
COc1cc(-c2nc(-c3ccc(Br)o3)no2)cc(OC)c1OC,/,83,9,-1,-8,-1,1,-3,-4
O=C(Nc1nncs1)C1c2ccccc2Oc2ccccc21,-0.028,54,-3,-10,-18,-7,0.9,4,-2
O=c1cc(N2CCc3ccccc32)[nH]c(=O)n1Cc1ccc(F)cc1,0.024,72,11,-4,/,-2,/,10,10
O=C(Cc1ccccc1)NCCc1cn2ccsc2n1,-0.023,109,-2,-10,16,-5,1,1,0
CCC(=O)Nc1cc(C)c(NC(=O)c2ccco2)cn1,/,112,-1,-11,9,/,0.9,-2,-6
COc1ccc(CCNC(=O)CCC(=O)N2CCN(S(=O)(=O)c3ccccc3)CC2)cc1OC,-0.0066,106,24,4,-1,1,0.9,8,-4
Cc1ccc(C(C)C)c(OCCCN2CC(C)OC(C)C2)c1 (configuration not stated),-0.25,65,-11,-21,3,1,0.9,-11,-10
O=S(=O)(c1cccc(Cl)c1)N1CCCC1,/,139,-1,-12,0,1,0.9,-7,-6
C=CCc1cccc(C2Nc3ccccc3C(=O)N2O)c1O (configuration not stated),-1.1,120,-31,1,-18,-1,0.8,1,13
CCOC(=O)c1c(NC(=O)CN2CCCCC2)sc2c1CCCC2O (configuration not stated),/,95,6,-3,3,1,1,-3,9
N=c1c2c3c(sc2nc2n1CCCCC2)CCCCC3,-0.58,/,-2,-2,2,/,0.9,13,36
CCCn1nnc(NC(=O)COc2ccc(C3CCCCC3)cc2)n1,-1.1,109,2,-3,-7,2,0.9,14,5
N#CC1=C(N)OC2=C(C(=O)CCC2)C1C1CC=CCC1 (configuration not stated),-0.19,96,-4,-3,7,-2,0.9,-2,6
COc1ccc(S(=O)(=O)Nc2cc(C)cc(C)n2)c2ccccc12,0.53,65,5,-8,2,-9,1,10,18
Cc1ccc(-n2c(=O)cc(N3CCN(C(=O)c4ccco4)CC3)[nH]c2=O)cc1,-1.6,86,12,-4,-1,-3,1,-6,14
COC(=O)c1ccc(CN2C(=O)NC3(CCCc4ccccc43)C2=O)o1 (configuration not stated),0.14,90,5,-13,-2,1,0.9,8,21
Cc1ccc(C(O)c2cccnc2)o1 (configuration not stated),0.64,82,-2,-15,15,-2,0.9,0,3
CCOC(=O)C1=C(c2ccccc2)Nc2ncnn2C1c1cc(OC)ccc1OC (configuration not stated),0.22,123,10,-11,/,-2,/,30,-8
CCn1c(NC(=O)c2ccco2)c(-c2ccccc2Cl)c(=O)c2ccccc21,0.54,100,-13,-8,-22,-3,0.8,1,11
COc1ccccc1NC(=O)CSc1nnc(-c2ccco2)n1Cc1ccco1,-0.022,110,7,5,-3,/,1,4,-5

# Not a hit list. Share with any hit: about 8.9%.
